KOR beta-arrestin-1: kappa opioid receptor blockers – cell-based, luminescence, uHTS (AID 1778) | KOR beta-arrestin recruitment, luminescence, antagonist mode; higher % means a stronger effect | inhibition, % at 10 µM, or IC50 in µM where a hit was titrated | actives 0.091% (n = 290,000); in the data active = inhibition above about 50%; also: strong numbers were not always called active
NOD1 NF-kB reporter: NOD1 signaling inhibitors, primary screen, cell-based, luminescence, uHTS (AID 1578); NOD1-driven NF-kB luciferase reporter cells, luminescence; higher % means a stronger effect; inhibition, % at 4 µM; hits with a dose series show EC50 in µM; actives 1% (n = 290,000); in the data active = inhibition mostly above about 36%, no sharp cut-off; inactive = mostly below about 34%;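 also: HEK-293T reporter cells stimulated with the NOD1 agonist gamma-tri-DAP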
West Nile virus CPE: West Nile virus antiviral activity, cell-based, CPE readout (AID 1621) | West Nile virus-infected cells, CPE inhibition; higher % means a stronger effect | one-dose CPE inhibition, % at 10 µM; IC50 in µM for titrated hits | actives 0.02% (n = 290,000); in the data active = a potency from the dose series; inconclusive = CPE inhibition mostly from about 3.7% at the one dose, without a potency; inactive = the rest, 99 in 100 with CPE inhibition below about 2.2%; also: strong numbers were not always called active
KOR beta-arrestin-2: KOR agonists, beta-arrestin recruitment, primary screen, cell-based, luminescence, uHTS (AID 1777); KOR beta-arrestin recruitment, luminescence; higher % means a stronger effect; actives 0.02% (n = 280,000); activation, % at 10 µM, or EC50 in µM where a hit was titrated; in the data active = activation above about 50%, passing the limit was not always enough; also: a part of the inactive calls stands beside numbers as strong as those of hits
HIV peptide binding: cell-free HIV fusion peptide-binding blockers – biochemical, uHTS, fluorescence dequenching, primary screen (AID 1986); cell-free peptide binding, fluorescence dequenching, 30 min; higher % means a stronger effect; inhibition, % at 20 µM, or IC50 in µM where a hit was titrated; actives 0.3% (n = 290,000); in the data active = inhibition mostly above about 52%, no sharp cut-off; inactive = mostly below about 76%; also: some results filed as inactive read as strong as hits
GPR55 LPI antagonism: inhibition of LPI-stimulated GPR55 beta-arrestin translocation – imaging, U2OS, beta-arrestin-GFP, LPI agonist, primary screen (AID 2013); U2OS GPR55 beta-arrestin-GFP translocation imaging, LPI antagonism; higher % means a stronger effect; actives 0.13% (n = 290,000); one-dose inhibition, % at 10 µM; IC50 in µM for titrated hits;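 active = spots per cell inhibited over 60%, with over 100 cells counted and total cytoplasm intensity under 500,000; inconclusive = wells with under 100 cells, flagged as likely toxic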;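 also: U2OS cells stably carrying GPR55 and arrestin-GFP stimulated by 5 µM LPI near EC80; imaged beta-arrestin-GFP aggregate spots per cell after agonist stimulation; plate controls were LPI-stimulated DMSO wells for no effect and DMSO wells without LPI for full effect; some results filed as inactive read as strong as hits; confirmed hits need IC50 under 10 µM and bright autofluorescent wells are also inconclusive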
GPR55 beta-arrestin: selective activators of receptor GPR55 – imaging, U2OS cells, beta-arrestin-GFP redistribution, primary screen (AID 1961); U2OS GPR55 beta-arrestin-GFP redistribution imaging; higher % means a stronger effect; activation, % at 10 µM, or EC50 in µM where a hit was titrated; actives 0.048% (n = 290,000);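 active = activation above 40% with more than 50 cells counted in the well; inconclusive = wells holding fewer than 50 cells, flagged as toxic or sparse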;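 also: U2OS osteosarcoma cells stably expressing GPR55 and beta-arrestin-GFP; plate controls were DMSO negative control for no effect and LPI positive control for full effect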
NS5 inhibitors: Dengue-2 NS5 methyltransferase inhibitors, primary screen, biochemical, confirmation dose response (AID 588689). Dengue-2 NS5 methyltransferase capping enzyme assay, biochemical; higher % means a stronger effect. actives 0.3% (n = 340,000). inhibition, % at 25 µM, or IC50 in µM where a hit was titrated; in the data active = a potency from the dose series; inconclusive = inhibition above about 29% without an active follow-up result
GPR35 arrestin U2OS: inhibition of zaprinast-stimulated GPR35 beta-arrestin translocation – imaging, U2OS, beta-arrestin-GFP, zaprinast agonist, primary screen (AID 2058); actives 0.052% (n = 290,000); inhibition, % at 10 µM; hits with a dose series show IC50 in µM; U2OS GPR35 beta-arrestin-GFP translocation imaging, zaprinast antagonism; higher % means a stronger effect;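 active = inhibition of at least 50% with at least 30 cells and total cytoplasm GFP at most 10,000,000; inconclusive = under 30 cells or total GFP of 10,000,000 plus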
NS5 inhibitors pilot replicate: second read-out of NS5 inhibitors, no call of its own (marks repeat the call); inhibition, %; measured here: pilot screen replicate inhibition
An asterisk follows results filed as active; ? = inconclusive; / = not tested or not shown; [ ] = another dose, or the depositor's remark. The list is partial; count on the stated rates, not on these rows.

SMILES | KOR beta-arrestin-1 | NOD1 NF-kB reporter | West Nile virus CPE | KOR beta-arrestin-2 | HIV peptide binding | GPR55 LPI antagonism | GPR55 beta-arrestin | NS5 inhibitors | GPR35 arrestin U2OS | others
N/C(=N\OC(=O)c1ccoc1)c1ccc(Br)cc1 | 8% | -78% | -0.4% | -3.4% | -0.5% | 1% | 0.4% | -1% | 4%
COc1ccccc1CNC(=O)c1ccc2c(c1)OCO2 | 7% | -8% | 0.6% | -3.3% | 0.5% | 10% | -0.1% | -6% | 2%
COc1ccc(CNC(=O)CSc2nc3nc(C)cc(C)n3n2)cc1 | -6% | -16% | / | -6.4% | -2.6% | 3% | 0.1% | 0% | 8%
O=C(NCCOC(=O)c1ccncc1)c1ccccc1 | 36% | 15% | 1.2% | 2.5% | -2.0% | 9% | 0.4% | -3% | 22%
CC(=O)Nc1ccc(C23CC4CC(CC(C4)C2)C3)cc1 | 28% | 1% | -0.7% | 1.5% | -1.4% | 4% | 0.0% | -9% | 2%
Cc1cc(C)cc(-n2ccn(CC(=O)NCCc3ccccc3)c(=O)c2=O)c1 | -24% | -11% | 0.1% | -3.0% | -0.9% | 6% | -0.1% | 1% | -8%
O=C(Nc1ccc(Cl)cc1-c1nc2ccccc2s1)c1ccco1 | 6% | -20% | 11% | -0.7% | -0.8% | 22% | -0.3% | 0% | 3%
Cc1cc(C)c(S(=O)(=O)c2ccccc2C)c(Cl)n1 | 6% | 9% | -1.2% | -2.7% | -0.3% | 14% | 0.0% | -8% | -2%
COc1cc(C(c2c(C)[nH][nH]c2=O)c2c(C)[nH][nH]c2=O)ccc1OC(C)C | -23% | 0% | 0.0% | -7.4% | 0.4% | -2% | -0.2% | -5% | -5%
CCOc1c2ccc(C(=O)NCc3ccc(C(F)(F)F)cc3C(F)(F)F)cc2nn1C | 2% | 18% | -0.5% | 7.8% | -2.0% | -12% | -0.1% | -8% | -7%
Cc1ccc(-n2ncc(C(=O)Nc3cc(Cl)cc(Cl)c3)c2C2CCNCC2)cc1C | -100% | -43% | -1.6% | -0.1% | -0.8% | 3% | -0.2% | 1% | 9%
Cc1cc(C)c(C)c(S(=O)(=O)Nc2ccc(C(N)=O)cc2)c1C | -16% | -9% | 0.1% | -4.8% | 0.2% | 8% | -0.3% | 0% | -5%
COc1ccc(CN(C)C(=S)Nc2ccc(Cl)cc2Cl)cc1 | -14% | -9% | -0.7% | 3.2% | 0.9% | -2% | 0.1% | -14% | 2%
CN(C)c1ccc(NC(=O)CSc2nc(N)c(C(=O)Nc3ccc(N(C)C)cc3)s2)cc1 | -23% | -41% | 0.3% | 2.4% | -2.2% | 10% | -0.1% | 0% | 6%
Cn1c(SCc2cccc(Br)c2)nnc1-c1ccccn1 | -10% | -7% | 0.3% | 6.2% | 2.5% | -6% | 0.3% | -8% | 2%
CN1CCN(CCCCOc2ccc(F)cc2)CC1 | 14% | -53% | -0.3% | 6.9% | 0.3% | -3% | 0.4% | -10% | 18%
CCCc1cnc(N2CCN(C(=O)c3ccccc3)CC2)nc1 | 10% | -13% | -1.2% | 2.1% | -1.3% | -9% | -0.1% | -2% | 14%
c1csc(-c2nc3ccccc3[nH]2)c1 | -41% | -26% | -0.4% | 1.0% | -0.5% | -3% | 0.5% | -6% | -10%
Cc1cc(Br)cc(C)c1NC(=O)c1ccc(C#N)cc1F | -11%[20 µM] | -18% | 0.3% | -4.9% | -0.6% | -14% | -0.1% | -7% | -5%
COc1ccc(N2CCN(S(=O)(=O)c3cc4c(cc3C)NC(=O)CO4)CC2)cc1 | -250%[20 µM] | -4% | 0.1% | 22% | -1.1% | 4% | 0.0% | -1% | -6%
COc1ccc(C(=O)CSc2nnc(CCc3ccccc3)n2-c2ccccc2)cc1 | 2% | -10% | -0.6% | -3.7% | -0.3% | 19% | -0.3% | -6% | 8%
Cc1ccc(Oc2c(C(N)=O)cc([N+](=O)[O-])cc2[N+](=O)[O-])cc1 | 19% | / | 0.8% | -4.8% | -1.1% | 4% | -0.2% | 18% | 10%
CC(=O)Nc1ccc(NC(=O)c2ccc(-n3c(C)ccc3C)cc2)cc1 | -1% | 1% | -1.2% | -2.3% | 1.5% | 10% | -0.3% | 0% | -2%
CC(C)Cc1cc(C(=O)Nc2ccc3c(c2)OCO3)no1 | -32% | -34% | -0.2% | 1.6% | -1.9% | 4% | 0.3% | -7% | 1%
O=C(NC1CCCC1)C1CC(c2ccc(F)cc2)=NO1 (centres undefined) | 14% | 6% | -0.3% | -1.1% | 2.9% | 4% | 0.3% | -5% | 1%
O=C(NCCc1ccccc1F)/C(=C/c1cccnc1)NC(=O)c1ccccc1 | 16% | -1% | -0.5% | 8.4% | 0.7% | 7% | -0.2% | -2% | 10%
COc1cc([N+](=O)[O-])ccc1NC(=O)c1cccc(NC(=O)C(C)C)c1 | 10% | -34% | -0.3% | 1.7% | -1.1% | 8% | -0.2% | / | -2%
CCc1ccc2oc(-c3cc(N)ccc3Cl)nc2c1 | -33% | -36% | -0.7% | -0.7% | -1.9% | 8% | 0.3% | -5% | 6%
CCOc1cc(S(=O)(=O)NC2CC(C)(C)NC(C)(C)C2)ccc1Cl | -27% | 10% | -0.5% | -1.1% | -1.7% | 8% | 0.0% | -5% | -10%
O=C(NC1CCCC1)c1ccc(Cn2c(=O)[nH]c3ccsc3c2=O)cc1 | 16% | -4% | 0.1% | -0.3% | -1.1% | -1% | -0.1% | -5% | -1%
COCC1CCN(C(=O)c2cc(COc3ccc(OC)c4ccccc34)on2)C1 (centres undefined) | -21% | -73% | -1.1% | 5.7% | 0.5% | 0% | -0.1% | -3% | -10%
Cc1ccc(-n2nc(C)c3cc(C(=O)O)sc32)cc1 | 8% | -15% | 0.4% | -1.9% | 5.7% | 5% | 0.3% | -3% | -2%
O=C(CSc1nnc2ccccn12)N1CCOCC1 | 26% | -26% | 0.1% | -2.7% | 0.8% | 2% | 1.0% | -3% | 0%
O=C(CS(=O)(=O)c1cn(Cc2ccc(F)cc2)c2ccccc12)N1CCOCC1 | -6% | -20% | -0.4% | -0.7% | 0.2% | 5% | -0.1% | -2% | 16%
CCOC(=O)N1CCN(C2CCCN(C(=O)c3cccc(Cl)c3)C2)CC1 (centres undefined) | 2% | -28% | -0.1% | 1.4% | -2.3% | 24% | -0.1% | 3% | -5%
Cn1cc(C(=O)N/N=C/C2=C(N3CCOCC3)C(=C\c3ccccc3)/CC2)ccc1=O | / | -2% | -0.6% | 8.7% | 7.6% | 0% | 0.1% | 2% | -3%
COc1cc(/C=C/C(=O)O)ccc1OCc1cnc(Cl)s1 | -18% | -7% | 0.6% | 1.6% | 1.0% | 1% | -0.5% | / | 6%
COC(=O)c1cn(C(=O)c2ccc(OC)cc2)c2ccccc12 | -178%[20 µM] | -10% | 0.1% | / | -0.7% | -15% | 0.2% | -7% | 16%
CC(Sc1nnc(-c2ccc(OC(F)F)cc2)o1)C(=O)NCC1CCCO1 (centres undefined) | -8% | 2% | -0.6% | 1.5% | 1.8% | 18% | -0.1% | -6% | 4%
CN(CCO)C(=O)c1cccc2c1-c1ccccc1C2=O | 3% | 3% | 0.1% | 3.5% | -0.6% | 6% | -0.3% | 2% | -16%
COc1ccc(-n2nnc3c(SCC(=O)NCc4ccco4)ncnc32)cc1 | 9% | 27% | 1.0% | -3.5% | 0.5% | -8% | -0.1% | -6% | 20%
CC(=O)C1=C(O)C(=O)N(c2ccc(Br)cc2)C1c1ccc(Br)cc1 (centres undefined) | 12% | 32% | -0.7% | 1.4% | 17% | 7% | -0.2% | 10% | 11% | NS5 inhibitors pilot replicate=-1.2
COc1cc(C(C)=O)ccc1OCc1cc(C(=O)N2CCSCC2)no1 | -10% | -51% | -0.4% | -3.3% | 0.9% | -2% | -0.1% | 0% | 8%
O=C(O)c1ccccc1-c1ccc(/C=C/c2cc(C(F)(F)F)[nH]c(=O)n2)o1 | -18% | -29% | 1.4% | -5.0% | 146% | 11% | -0.3% | 0% | -5%
c1ccc2c(N3CCCCC3)nc(N3CCOCC3)nc2c1 | -10% | -13% | -1.4% | -0.8% | 0.2% | 0% | -0.3% | 1% | -8%
COc1ccc(OC)c(NC(=O)CSc2nnc(CNC(=O)c3ccccc3F)o2)c1 | -23% | -7% | 0.5% | 0.6% | -0.1% | -6% | 0.0% | -5% | -8%
Cc1cc(OCc2cc(C(=O)N3CCCCCC3)no2)cc(C)c1Cl | 16% | -8% | -1.0% | -2.3% | 1.3% | -6% | -0.1% | 0% | -6%
Cc1cc(C)cc(N(CC(=O)NCc2ccco2)S(=O)(=O)c2c(C)noc2C)c1 | -5% | 8% | 11% | 2.6% | 0.9% | 2% | -0.1% | -10% | 5%
CC(=O)c1cc2c(cc1NS(=O)(=O)c1ccccc1F)OCO2 | 11% | -14% | -0.9% | -4.3% | -3.9% | -6% | -0.6% | ? | -2%
CCCCc1nc2ccccc2c(N)c1CCC (tested in a mixture with another compound) | 53% | -4% | 17% | -1.3% | -2.3% | 13% | 0.1% | -4% | 10%
N#Cc1ccccc1OCCCNC1CCCC1 | -11% | -20% | -0.2% | -2.7% | 0.3% | 4% | -0.1% | 1% | -14%
COc1ccccc1CNC(=O)CCC(=O)Nc1nnc(C(C)C)s1 | 36% | -12% | -0.4% | -11% | 5.8% | 1% | -0.1% | -5% | 10%
O=C(/C=C/c1ccccc1)NCc1ccc2c(c1)OCO2 | 19% | -8% | -0.2% | -3.6% | -0.2% | 5% | 0.0% | 1% | 1%
CC12CC3(C)CC(C)(C1)CC(NC(=O)N1CCCC1)(C2)C3 | -5% | 28% | -0.5% | -1.0% | 2.3% | 11% | 0.3% | 5% | -2%
O=C(CCl)N(c1ccc(Cl)cc1)c1c[nH]c2ccccc12 | 4% | 25% | -2.1% | 9.8% | 0.2% | 35% | 0.3% | -16% | 0%
O=C(Nc1ccc(Oc2ccc(NC(=O)c3ccco3)c(NC(=O)c3ccco3)c2)cc1)c1ccco1 | 23% | -23% | 0.7% | -0.3% | 3.5% | 12% | -0.1% | -9% | -13%

Ordered by length of the SMILES (descending): three of the compounds above.
SMILES | KOR beta-arrestin-1 | NOD1 NF-kB reporter | West Nile virus CPE | KOR beta-arrestin-2 | HIV peptide binding | GPR55 LPI antagonism | GPR55 beta-arrestin | NS5 inhibitors | GPR35 arrestin U2OS | others
O=C(Nc1ccc(Oc2ccc(NC(=O)c3ccco3)c(NC(=O)c3ccco3)c2)cc1)c1ccco1 | 23% | -23% | 0.7% | -0.3% | 3.5% | 12% | -0.1% | -9% | -13%
COc1cc(C(C)=O)ccc1OCc1cc(C(=O)N2CCSCC2)no1 | -10% | -51% | -0.4% | -3.3% | 0.9% | -2% | -0.1% | 0% | 8%
CC(=O)c1cc2c(cc1NS(=O)(=O)c1ccccc1F)OCO2 | 11% | -14% | -0.9% | -4.3% | -3.9% | -6% | -0.6% | ? | -2%
